Screens from PubChem BioAssay.
CYP2C19 activ: increases human CYP2C19 enzyme activity. activation factor at 5 µM. AID 1025. recombinant CYP2C19, luciferin-H EGE luminescence; hits give high values; 0 = fully inhibited enzyme, 1 = untreated enzyme. P33261. 96,000 tested, under 10 active;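 active = activation factor of at least 2 at 5 µM in the primary screen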;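 also: 0 = wells with 2.5 mM tranylcypromine and 1 = vehicle-only wells; values of inactives mirror those of a sister screen read the other way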
CYP2C19 inh: inhibitors of human CYP2C19 | P33261 | CYP2C19 Supersomes, luciferin-H EGE luminescence, 30 min | inhibition, % at 5 µM | 96,000 tested, 21% active;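 active = CYP2C19 inhibition above a set limit at 5 µM in the primary screen, cut at about 50% in these data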;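 also: plate controls were negative control wells for no effect and 2.5 mM tranylcypromine positive control for full effect; values of inactives mirror those of a sister screen read the other way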
Calb biofilm kill: kills Candida albicans biofilms. C. albicans biofilm + clotrimazole, Alamar Blue. AID 834. 85,000 tested, 0.14% active. inhibition, % at 6 µM;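 active = inhibition above 20%; inactive = inhibition below 20%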;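 also: preformed 24 hr biofilms exposed to compound for 48 hr; 0% = biofilm without compound and 100% = blank killed by clotrimazole plus chlorhexidine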
CYP2C9 act: CYP2C9 (human) activation | P11712 | recombinant CYP2C9, luciferin-H conversion, luminescence; hits give high values; factor 1 = untreated enzyme, 0 = blocked | activation factor at 5 µM | 96,000 tested, 1.4% active | AID 1024;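 active = activation factor of 2 or more for CYP2C9 at a 5 µM dose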;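 also: 0 = sulfaphenazole-blocked wells and 1 = vehicle-only wells; values of inactives mirror those of a sister screen read the other way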
HUVEC tox TNFa: toxic to HUVEC cells under TNF alpha stimulation. HUVEC TNFalpha-stimulated, Hoechst cell count, imaging. 93,000 tested, 0.17% active. cell count reduction, % at 2 µM;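 active = cell count reduction exceeding the screen mean by over 5 SD, scaled to untreated wells per plate, cut at about 78% in these data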;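 also: cells counted after 24 h of TNF alpha exposure following the 1 h pretreatment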
DAT uptake mod: modulates human dopamine transporter uptake under cocaine. Q01959. AID 449768. B-score at 10 µM. LLC-PK1 hDAT cells, [14C]-dopamine uptake with cocaine IC80; actives deviate in either direction. 110,000 tested, 1.3% active;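 active = Z score or B-score, a plate-position-corrected score, falls beyond the plate's 99.7% confidence bounds, in either direction; inactive = both scores lie inside the 99.7% bounds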;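 also: scored against the spread of the other compound wells on the same plate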
Target sequence (Q01959 whole entry, looked up): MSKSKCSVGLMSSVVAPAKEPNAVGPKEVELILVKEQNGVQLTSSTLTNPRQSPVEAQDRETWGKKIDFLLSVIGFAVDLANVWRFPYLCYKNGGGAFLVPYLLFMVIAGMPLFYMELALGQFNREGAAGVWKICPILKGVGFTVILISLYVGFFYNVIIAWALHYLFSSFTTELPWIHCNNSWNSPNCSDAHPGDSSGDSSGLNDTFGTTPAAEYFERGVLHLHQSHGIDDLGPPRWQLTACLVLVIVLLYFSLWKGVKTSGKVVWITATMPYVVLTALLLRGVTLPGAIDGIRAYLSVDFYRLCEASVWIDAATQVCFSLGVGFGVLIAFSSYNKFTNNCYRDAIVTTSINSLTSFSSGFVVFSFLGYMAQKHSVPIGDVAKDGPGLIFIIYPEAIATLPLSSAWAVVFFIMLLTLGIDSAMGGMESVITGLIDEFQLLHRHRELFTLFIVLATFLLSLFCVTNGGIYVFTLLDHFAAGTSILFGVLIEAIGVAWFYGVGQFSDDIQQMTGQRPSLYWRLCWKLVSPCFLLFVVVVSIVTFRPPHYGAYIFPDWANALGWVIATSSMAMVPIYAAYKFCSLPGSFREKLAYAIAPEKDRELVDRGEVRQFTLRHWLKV
HUVEC tox IL1B: HUVEC cytotoxicity counter-screen, IL-1B stimulated. cell count reduction, % at 2 µM. HUVEC cell count loss, Hoechst imaging. 94,000 tested, 0.41% active;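 active = cell count reduction more than 3 SD above the screen-wide mean, cut at about 70% in these data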;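 also: normalized per plate to untreated control cells as the no-loss baseline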
VCAM1 TNFa inh: reduces TNF alpha induced VCAM1 expression in HUVEC; 95,000 tested, 0.48% active; inhibition, % at 2 µM; HUVEC TNFa-induced VCAM-1 immunofluorescence, high-content imaging;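 active = inhibition above the batch mean plus 3 SD, with images confirmed as a hit by eye, cut at about 37% in these data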;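 also: 0% = TNF-stimulated DMSO wells and 100% = unstimulated control wells; not every result past the cut was called active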
CYP2C9 inh: inhibitors of human CYP2C9. CYP2C9 Supersomes, luciferin-H conversion, luminescence. inhibition, % at 5 µM. 96,000 tested, 20% active. AID 777;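 active = blocking of liver enzyme CYP2C9 beyond about 50% at 5 µM, limit read from the data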; also: values of inactives mirror those of a sister screen read the other way
An asterisk follows results filed as active; nt = not tested or not shown. Not a hit list; overall some 29% were active at least once.

Each structure is followed by: CYP2C19 activ	CYP2C19 inh	Calb biofilm kill	CYP2C9 act	HUVEC tox TNFa	DAT uptake mod	HUVEC tox IL1B	VCAM1 TNFa inh	CYP2C9 inh
1. CCCCN(C(=O)CCC(=O)Nc1cc(C)on1)C(C(=O)NC(C)(C)C)c1cccc(OC)c1OC (stereo unspecified)
→ nt	nt	-3	nt	-10	0.82	-32	14	nt
2. COc1cc(CO)cc(Br)c1OCc1cccnc1
→ 0.2	80*	11	2.1*	nt	-0.97	nt	nt	-109
3. CCc1cc(=O)oc2cc(OCC(=O)O)c(Cl)cc12
→ 1	-3	5	1	-3	-0.076	-10	42	1
4. Cc1ccc(C(=O)c2oc3ccccc3c2N)cc1
→ nt	nt	10	nt	-16	0.24	-7	16	nt
5. c1ccc(Nc2nc(-c3ccccn3)cs2)cc1
→ 0.6	38	1	0.6	-6	1.5	-122	12	42
6. O=C(NCCCN1CCOCC1)c1ccc(CS(=O)(=O)c2ccc(Br)cc2)o1
→ 1.2	-20	1	1.1	-14	-1.2	-41	9	-8
7. O=C(OC1CCCCC1=O)c1cccc(S(=O)(=O)NCc2ccccc2)c1 (stereo unspecified)
→ 0.6	41	4	0.6	-23	0.53	-1	-3	43
8. O=Cc1cccc(OC(=O)c2ccc(Cl)cc2Cl)c1
→ 1	-4	-1	1.1	-18	-0.76	-20	-2	-11
9. CCN(CC)CCNC(=O)CCCCn1c(=S)[nH]c2c([nH]c3ccc(OC)cc32)c1=O
→ 0.9	9	7	0.8	1	2.6*	2	5	17
10. CCCc1nc2oc3cc(OC)ccc3c(=O)c2c(=O)n1Cc1ccco1
→ 0.9	7	7	1.1	-12	0.12	-49	5	-12
11. O=C(CN1CCN(C(=O)c2ccco2)CC1)Nc1ccc(Cl)c(C(F)(F)F)c1
→ 0.6	42	7	0.6	nt	-0.011	nt	nt	39
12. CC1(C)Cc2c(c(N3CCOCC3)nc3sc(C#N)c(N)c23)CS1
→ 1.1	-13	5	1	10	-0.81	-18	-10	-2
13. CCCNC(=O)C1CCN(S(=O)(=O)c2ccc(Br)cc2)CC1
→ nt	nt	7	nt	4	0.32	-1	8	nt
14. CCCCOC(=O)Nc1ccc(C(=O)OCCC)cc1
→ 0.7	26	8	0.6	nt	0.2	-31	nt	43
15. CC1=NCCN1S(=O)(=O)c1cc(Cl)ccc1Cl
→ 0.5	51*	8	2.8*	3	0.7	13	-9	-178
16. O=C(Nc1cccc2ccccc12)N1CCOCC1
→ 1	-3	-2	1	-17	0.075	3	19	-1
17. CCc1c(O)nc(SC2CC(=O)N(c3ccccc3)C2=O)[nH]c1=O (stereo unspecified)
→ 0.7	29	8	0.3	-6	-0.14	-17	13	67*
18. CCC1CCCCN1Cc1nc2c(c(=O)n(C)c(=O)n2C)n1CC(C)C (stereo unspecified)
→ 1.1	-6	-9	0.9	nt	1	nt	nt	15
19. O=C(NCCC1=CCCCC1)C1CC(=O)N(C2CCCCCC2)C1 (stereo unspecified)
→ 0.5	52*	11	0.4	nt	0.12	-5	nt	57*
20. COCCn1cnc2cc(C)c(C)cc21
→ 1	1	nt	1	-6	nt	-39	13	4
21. CCCCn1c(Cc2ccccc2)n[nH]c1=S
→ 0.8	23	0	0.8	-20	-1.4	-152	1	25
22. O=C(CSCCc1ccccn1)Nc1ccccn1
→ 0.9	11	nt	1.1	-6	-0.41	-7	14	-8
23. C=CCn1c(SC(C)CC)nc(O)cc1=O (stereo unspecified)
→ 0	98*	7	0.7	-12	0.21	8	1	26
24. CC1=C(C(=O)Nc2cc(C)ccn2)C(c2ccc(C)cc2)C2=C(CCCC2=O)N1 (stereo unspecified)
→ 0.8	19	8	0.8	-2	0.58	-11	9	24
25. O=C1NCC(O)=C1C=NCCO
→ 1.2	-24	nt	1.2	-2	0.025	-8	3	-23
26. COc1ccc(OC)c(-c2cc(C(=O)NCCCn3ccnc3)no2)c1
→ 0.2	75*	nt	0.8	74	0.83	14	53	22
27. CCCCNc1nc(-c2ccccc2)c(C(=O)OCC)cc1C#N
→ 0.7	31	nt	0.4	-17	0.4	5	6	56*
28. Cc1cnc(C(=O)OCC(=O)c2csc(N3CCCCC3)n2)cn1
→ 1	1	8	0.8	-42	-0.035	-20	10	20
29. CCN1C(=O)/C(=C/N2CCc3ccccc32)SC1=S
→ 0.9	15	4	1	7	-0.43	19	-24	2
30. CC(C)CCOc1ccc(C(=O)NCCC(=O)N2CCOCC2)cc1
→ 1	-4	8	0.9	-33	-0.053	-30	2	7
31. CCOC(=O)c1sc(NC(=O)c2ccc(S(=O)(=O)N3CCOCC3)cc2)cc1C
→ 1.1	-15	4	1.1	-22	0.068	-6	2	-10
32. CCOC(=O)N1CCN(C(=O)CSc2nnc(-c3ccc(Cl)s3)o2)CC1
→ 1	1	4	0.8	-6	0.55	8	6	17
33. Cc1cc(C)nc(SCc2nnc(SCC(=O)Nc3ccc(C)c(C)c3)o2)n1
→ 0.1	88*	5	0.3	-26	nt	-4	-38	74*
34. COc1ccccc1C(CC(N)=O)c1ccco1 (stereo unspecified)
→ 1.1	-14	3	1.4	-1	-0.76	2	10	-44
35. Cc1cc2c(cc1C)CSC(c1ccc3ccccc3c1O)SC2
→ 0.5	53*	-4	0.1	4	-0.49	2	11	92*
36. Cc1ccc(S(=O)(=O)N2CCc3ccccc3C2CN2C(=O)c3ccccc3C2=O)cc1 (stereo unspecified)
→ 0.3	71*	nt	0.5	3	-0.13	21	-10	47
37. Cc1ccccc1C1CC(c2ccccc2)Nc2ncnn21 (stereo unspecified)
→ 0.6	36	4	0.9	-1	-0.37	4	7	10
38. COc1cc(C2C(C#N)=C(N)OC3=C2C(=O)CCC3)ccc1OC(=O)N1CCOCC1 (stereo unspecified)
→ 1.1	-11	-2	0.9	0	0.24	-13	-5	13
39. CC(=O)c1cccc(NC(=O)NC(C)c2ccncc2)c1 (stereo unspecified)
→ 0.2	85*	4	0.1	3	-0.44	-52	14	94*
40. CC1(C)Cc2cccc(OCC(=O)N3CCN(S(=O)(=O)c4ccccc4)CC3)c2O1
→ 0.7	31	1	1.2	-38	0.15	-6	14	-18
41. Cc1cc(C(=O)Nc2sc(C)c(C)c2C#N)no1
→ 1	4	-1	0.7	-27	-0.15	-9	-7	29
42. O=C(O)c1c2c(nc3ccc(S(=O)(=O)N4CCC(C(=O)N5CCCCC5)CC4)cc13)CCCC2
→ 1.1	-5	19	0.9	-24	0.22	-67	11	6
43. CCOCCc1nnc(NC(=O)C(CC)c2ccccc2)s1 (stereo unspecified)
→ 0.4	56*	5	0.1	-62	0.73	-2	0	87*
44. CCOC(=O)CSc1ccc2nnc(-c3ccncc3)n2n1
→ nt	nt	-8	nt	-16	-0.85	-13	-4	nt
45. Cc1csc(NC(=O)CCC(=O)N(CC(=O)NC2CCCC2)Cc2ccco2)n1
→ 1	-4	nt	1	-30	-0.052	-12	8	0
46. COc1cc(C2C(C#N)=C(N)OC3=C2C(=O)CC(C)(C)C3)c([N+](=O)[O-])cc1OC (stereo unspecified)
→ 1.1	-5	nt	0.9	4	nt	-67	-37	9
47. Nc1c(N=Nc2ccccc2F)c(=O)[nH]n1-c1ccccc1
→ 0.9	6	nt	0.9	1	-0.1	-16	6	15
48. O=C(Nc1ccc(N2C(=O)C3C4C=CC(C4)C3C2=O)cc1)Nc1nncs1 (stereo unspecified)
→ 1.1	-12	4	1.3	nt	-0.093	nt	nt	-32
49. O=C(ONC1=NCCCCC1)c1ccc(Cl)cc1
→ 0.9	8	nt	1.1	-22	0.048	-18	-7	-10
50. CCCc1cc(=O)[nH]c(Nc2ccc(O)cc2)n1
→ 0.8	16	2	1	-37	-0.046	-7	0	-1
51. CCN1CCN(c2ccc(NC(=O)COc3ccccc3Cl)cc2)CC1
→ 0.6	45	nt	0.9	-2	-0.38	9	3	13
52. C=CCSc1nc2c(c(=O)[nH]c(=O)n2C)n1C(C)C
→ 1.2	-18	nt	1.2	-5	-0.29	-19	-2	-25
53. CN(C)c1ccc(C(=O)C(O)c2ccccc2)cc1 (stereo unspecified)
→ nt	nt	7	nt	-16	0.82	-8	-12	nt
54. COC(=O)c1cc(/C=C/c2ccccc2)on1
→ 1	4	nt	0.9	-1	-0.86	-32	8	8
55. O=C(O)CCN1C(=O)CC2(CCCCC2)C1=O
→ 1.1	-7	nt	0.9	-19	-0.48	-13	-2	11
56. COc1ccccc1CNC(=O)COC(=O)c1cnccn1
→ 0.3	67*	4	1	-19	0.39	-64	-3	4
57. O=C1CCCc2c1[nH]c1c(Br)cccc21
→ 0.7	26	3	1.6	-13	-2.4	6	-18	-59
58. O=C(Cn1c(=O)sc2ccccc21)NCCOc1ccccc1F
→ nt	nt	nt	nt	25	-0.011	28	-15	nt
59. CC1=C(C(=O)OC(C)C)C(c2ccc(Br)s2)NC(=O)N1 (stereo unspecified)
→ 0.2	82*	3	0.7	-25	0.068	-24	12	33
60. COc1ccc2[nH]cc(S(=O)(=O)c3ccc(F)cc3)c(=O)c2c1
→ 1	0	5	0.8	-1	1.5	9	26	15

The listing continues:
Each structure is followed by: CYP2C19 activ	CYP2C19 inh	Calb biofilm kill	CYP2C9 act	HUVEC tox TNFa	DAT uptake mod	HUVEC tox IL1B	VCAM1 TNFa inh	CYP2C9 inh
61. CC1=NN(c2cccc(C(=O)O)c2)C(=O)/C1=C\C=C\c1ccco1
→ nt	nt	1	nt	-16	-1.7	-13	-5	nt
62. Cc1ccc2c(c1)c(CC(=O)Nc1ccc(F)cc1)c(C(=O)O)n2C
→ 0.8	18	-1	0.4	-12	-0.1	-21	21	65*
63. CCOc1ccc(N2C(=O)c3cccnc3C2=O)cc1
→ 1	2	5	0.9	nt	-0.4	nt	nt	15
64. O=C(COC(=O)c1n[nH]c2ccccc12)NC(=O)NC1CCCCC1
→ 0.9	6	10	1.1	-3	-1.6	23	19	-12
65. CC(=O)c1ccc2c3c(cccc13)CC2
→ 1	4	5	3.6*	-11	-0.48	-3	15	-259
66. CCC12CN(S(=O)(=O)c3ccc(C)cc3)CC(CC)(CN(S(=O)(=O)c3ccc(C)cc3)C1)C2=O
→ 0.6	43	4	0.6	-13	0.58	17	-12	38
67. COCc1nnc(SCC(=O)Nc2cccc(Cl)c2C)n1-c1ccccc1
→ 0.2	84*	11	0.8	-21	0.06	-146	6	18
